TSG101-PTAP inh: blocks PTAP/TSG101 interaction to inhibit HIV-1 budding; AID 493005; Potency, µM (doses to about 115 µM), for inactives: top-dose activity change, negative = inhibition, most hits filed as inhibitors; Fluorescence polarization, FITC-PTAP peptide / Tsg101 binding; Q99816; 340,000 tested, under 10 active; active means well fitted inhibition curve with a large enough effect in the main read-out, with a control signal flat, not every such curve was filed as active; inconclusive means small, poorly fitted or top-dose-only effect, or effect the other way, or a change in a side signal; inactive means no such curve, though single readings can be large or run the other way; further: potency means the concentration at half of the fitted maximal effect; % of control where 0% means no effect
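Compounds were pin-transferred onto Tsg101 binding domain (10 uM final) in HEPES pH 7.5 buffer, then FITC-PTAP peptide was added at 50 nM final. After 20 min at RT, polarization reported peptide displacement across a qHTS concentration series.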
ASM inhibitor: blocks human secretory acid sphingomyelinase | P17405 | placental ASM, HMU-PC fluorogenic substrate, 60 min | Potency, µM (highest dose often 57.5 µM), for inactives: top-dose activity change, negative = inhibition, usual class: inhibitors | 0.006% of 340,000 active; further: potency means the concentration at half of the fitted maximal effect
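Steps: dispense placental human ASM, pin compound, wait 10 min at room temperature, add HMU-PC0 substrate at 9 uM final, incubate 60 min at 37 °C, add stop solution raising pH to 10, read fluorescence.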
Tb PFK block: T. brucei PFK enzyme inhibition; O15648; AID 485367; T. brucei PFK, ADP-Glo luminescence; Potency, µM (series often up to 57.5 µM), inactives show at the top dose activity, negative = inhibition, hits mostly inhibitors; 0.17% of 330,000 active;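 further: potency means the concentration at half of the fitted maximal effect; 0% = uninhibited 1x PFK enzyme wells and -100% = no-enzyme wells; nearly all actives have a fitted effect of over 60% in size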
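Luminescent ADP detection (ADP-Glo, two-step: ATP depletion then ADP-to-ATP conversion for luciferase) reported PFK activity after 45 min room-temperature reaction of 1.25 nM enzyme with 0.5 mM F6P and 0.1 mM ATP at pH 8.0.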
B2AR arrestin: beta2AR (human) beta-arrestin recruitment activity; P07550; beta-arrestin recruitment to beta2AR, cell-based reporter; Potency, µM (top dose mostly 46.1 µM), for inactives: at the highest dose activation, most hits filed as activators; 0.02% of 330,000 active; AID 492947;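 further: potency means the concentration at half of the fitted maximal effect; 0% = DMSO controls and full agonism = EC100 isoproterenol or metaproterenol; nearly all actives have a fitted effect of over 65% in size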
Target sequence (P07550 whole entry, looked up): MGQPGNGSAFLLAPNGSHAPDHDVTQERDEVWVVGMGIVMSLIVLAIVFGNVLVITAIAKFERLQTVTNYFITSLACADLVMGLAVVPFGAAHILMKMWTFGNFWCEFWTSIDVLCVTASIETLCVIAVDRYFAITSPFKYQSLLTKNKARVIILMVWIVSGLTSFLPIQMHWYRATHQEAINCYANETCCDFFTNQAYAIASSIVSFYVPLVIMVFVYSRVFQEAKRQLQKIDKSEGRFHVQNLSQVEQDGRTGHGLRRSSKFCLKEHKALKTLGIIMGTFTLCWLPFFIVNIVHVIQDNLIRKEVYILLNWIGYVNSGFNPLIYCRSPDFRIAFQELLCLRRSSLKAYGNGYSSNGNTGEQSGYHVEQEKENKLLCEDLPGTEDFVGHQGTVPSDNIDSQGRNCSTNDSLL
Menin-MLL TR inh: displaces Texas Red mutant MLL peptide from human menin | O00255 | Menin + Texas Red MLL mutant peptide, fluorescence polarization | Potency, µM (series often up to 61.6 µM), inactives show top-dose FP activity change, negative = inhibition, hits mostly inhibitors | 0.23% of 270,000 active | AID 1768; active means well fitted inhibition curve with a large enough effect in the polarisation, with a control signal flat, not every such curve was filed as active; inconclusive means small, poorly fitted or top-dose-only effect, or effect the other way, or a change in a side signal; inactive means no such curve, though single readings can be large or run the other way; the % refers to the polarisation; further: potency means the concentration at half of the fitted maximal effect; % of control where 0% means no effect; many of its hits are not listed in these tables
BCR signal inh: inhibitors of chronic active B-cell receptor signaling; 0.05% of 340,000 active; AID 493014; Potency, µM (highest dose often 46.1 µM), for inactives: at the top dose ratio change, negative = lower green/red ratio, most hits filed as inhibitors; ABC-DLBCL IkBa-CBG/CBR reporter, luminescence ratio, 4 h; active means well fitted inhibition curve with a large enough effect in the signal ratio, with a control signal flat, not every such curve was filed as active; inconclusive means small, poorly fitted or top-dose-only effect, or effect the other way, or a change in a side signal; the % refers to the signal ratio;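 further: potency means the concentration at half of the fitted maximal effect; plate controls were basal doxycycline-induced cells for no effect and cells given 10 µM MG132 for full effect; MG132 reads +100%, hits lower the ratio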
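TMD8 ABC-DLBCL cells carrying doxycycline-inducible green luciferase fused to IkappaBalpha plus unfused red luciferase were exposed to compounds (up to 46 uM) for 4 hrs at 37C. Activity came from the overlap-corrected green/red luminescence ratio.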
PKM2 act: PKM2 (human) enzyme activation; P14618; purified PKM2, Kinase-Glo ATP luminescence, activation; response scale: 0% is enzyme alone, no compound; Potency, µM (titrated, usually from 57.5 µM), inactives show top-dose activation, actives largely listed as activators; 0.34% of 260,000 active; AID 1631; further: potency means the concentration at half of the fitted maximal effect; on the % scale 0 is the no-effect control and ±100 the full control effect; nearly all actives have a fitted effect of over 55% in size
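Kinase-Glo luminescence reports ATP generated from ADP (0.1 mM) and PEP (0.5 mM) by purified hPK-M2 after 1 h at room temperature, pH 7.2 imidazole buffer; intermediate enzyme activity allows detecting inhibitors and activators.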
Coupling enz: inhibits coupling enzyme system, counter-screen for aldolase hits; coupling enzyme system counterscreen, AmpLite Red fluorescence; activity change, negative = inhibition, % at 58.2 µM, hits read low; 0.67% of 290,000 active; in the data active means activity change below about -30%; further: on the % scale 0 is the no-effect control and ±100 the full control effect
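Compounds tested against the coupling enzymes alone at 57.5 uM final; readout was AmpLite Red fluorescence (525/598 nm) after 20 min at RT.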
Giardia kill: Giardia lamblia killing; activity change, % at 7.66 µM, hits read low; 0.15% of 340,000 active; Giardia lamblia trophozoite viability; in the data active means activity change below about -80%; inconclusive means between about -30% and that limit;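 further: parasites exposed to compound for two days anaerobically before the ATP read; on the % scale 0 is the no-effect control and ±100 the full control effect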
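ATP-content bioluminescence gauges trophozoite survival. Cells (100/well) receive compound and incubate anaerobically for 48 hrs at 37 deg C; detection reagent follows for 15-30 min at room temperature.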
a7 integrin act: activators of alpha7 integrin expression for muscular dystrophy. alpha7betagal myoblasts, beta-gal FDG fluorescence, 48 h. Potency, µM (highest dose often 38.3 µM), for the others: at the top dose activation, actives largely listed as activators. 0.064% of 350,000 active. AID 624291;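 further: potency means the concentration at half of the fitted maximal effect; 100% = response of the positive control SU9516; nearly all actives have a fitted effect of over 60% in size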
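Alpha7betagal+/- myoblasts (passage 13) were plated 16-24 hr, then exposed to compounds (1:260 dilution of DMSO stock) for 48 hours at 37C. After MPER lysis, β-galactosidase reporter activity was read as FDG fluorescence (ex 480/em 540) after 30 minutes.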
GALK inhibitor: galactokinase (human) inhibition | P51570 | 0.007% of 270,000 active | Purified GALK, Kinase-Glo residual ATP luminescence | Potency, µM (titrated, usually from 57.5 µM), without a hit: at the highest dose activity change, negative = inhibition, actives largely listed as inhibitors; further: potency means the concentration at half of the fitted maximal effect; on the % scale 0 is the no-effect control and ±100 the full control effect
Target sequence (P51570 whole entry, looked up): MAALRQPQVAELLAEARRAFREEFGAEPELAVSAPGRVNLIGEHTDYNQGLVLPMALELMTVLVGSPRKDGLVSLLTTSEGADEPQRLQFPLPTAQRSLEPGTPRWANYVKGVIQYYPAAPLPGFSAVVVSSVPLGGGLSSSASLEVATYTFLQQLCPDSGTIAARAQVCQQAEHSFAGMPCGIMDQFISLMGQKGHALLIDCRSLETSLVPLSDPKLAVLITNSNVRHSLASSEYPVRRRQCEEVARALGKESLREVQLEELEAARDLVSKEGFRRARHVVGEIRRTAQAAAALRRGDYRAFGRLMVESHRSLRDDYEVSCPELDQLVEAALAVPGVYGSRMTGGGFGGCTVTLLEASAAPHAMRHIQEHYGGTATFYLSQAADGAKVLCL
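5 nM enzyme, 35 uM ATP, 100 uM galactose, 20 mM HEPES pH8.0, 5 mM MgCl2; 1 h RT; residual ATP by Kinase-Glo Plus luminescence, qHTS format.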
Numbers without * were called inactive; ? = inconclusive; . = not tested or not shown; [ ] = another dose, or the depositor's remark. Unless noted, the call rests on the fitted dose curve; in most records, active means well fitted curve in the direction sought with a large enough effect; inconclusive means small, poorly fitted or top-dose-only effect, or another doubt; inactive means no such curve, though single readings can be large; an effect the other way counts as inactive or inconclusive.

item	SMILES	ASM inhibitor	TSG101-PTAP inh	B2AR arrestin	Giardia kill	Tb PFK block	GALK inhibitor
1	Cc1ccc(NC(=O)c2ccc3c(=O)n4c(nc3c2)CCC4)cc1F	-2%	-3%	0.2%	-28	-7%	.
2	CCOC(=O)C1CCN(C(=O)CC(C)S(=O)(=O)c2ccc3c(c2)NC(=O)CO3)CC1 (centres undefined)	4%	-4%	0.3%	0	-5%	4%
3	COc1cccc(NC(=S)NC(=O)c2c(Cl)c(C)nn2C)c1	-2%	-1%	-1.2%	-9	0%	3%
4	Cc1cc(OCCN2CCCC2)ccc1[N+](=O)[O-]	0%	-9%	0.0%	13	-4%	0%
5	O=C(NCC1CC1)C1(S(=O)(=O)c2ccccc2)CC=CC1	6%	-4%	-0.2%	-15	0%	.
6	COc1cccc(CN2CCC(C(=O)Nc3ccc(Oc4cccnc4)cc3)CC2)c1	1%	-1%	10%	-5	3%	-4%
7	CCOc1ccc(S(=O)(=O)n2c([N+](=O)[O-])cnc2C)c(C)c1C	-2%	-2%	0.2%	-28	1%	0%
8	CCN(C[C@H]1N[C@@](CC)(C(=O)OC)[C@H]2C(=O)N(C)C(=O)[C@@H]12)C(=O)Nc1ccc(Cl)cc1	7%	-4%	0.2%	-20	3%	.
9	CC(NC(=O)CNC(=O)OCc1ccccc1)C(=O)N1CC(O)CC1C(=O)OCc1ccccc1 (centres undefined)	-1%	-2%	-0.2%	-25	-2%	0%
10	CCN(CC)CCCN1C(=O)C(=O)/C(=C(/O)c2ccc3c(c2)CC(C)O3)C1c1cccnc1 (centres undefined)	.	.	-0.2%	.	-4%	-1%
11	O=S(=O)(/N=C(/Nc1ccccc1)c1ccccc1O)c1ccccc1	-5%	-2%	0.1%	1	-3%	12%
12	Cc1c(N)cccc1-n1cccc1	-1%	0%	0.1%	11	-1%	-1%

item	PKM2 act	a7 integrin act	Coupling enz	BCR signal inh	Menin-MLL TR inh
1	.	-6%	.	3%	.
2	.	-7%	.	-6%	.
3	-16%	-11%	-4	3%	-11%
4	-8%	-16%	0	-1%	-16%
5	-1%	-1%	4	3%	9%
6	0%	-1%	1	0%	-29%
7	1%	-12%	8	2%	26%
8	.	2%	.	5%	.
9	0%	-19%[1.53 µM]	-1	12%	0%
10	3%	.	-2	6%	1%
11	-6%	0%	0	0%	5%
12	-3%	1%	0	-5%	-10%

Next part
item	SMILES	ASM inhibitor	TSG101-PTAP inh	B2AR arrestin	Giardia kill	Tb PFK block	GALK inhibitor
13	Cc1ccc2c(c1)c1c3n2CCN(C(=O)C2CC2)C3CCC1 (centres undefined)	13%	-8%	-0.1%	-4	1%	2%
14	CCc1noc(C)c1C(=O)OCC(=O)N(CC)c1c(N)n(Cc2ccccc2)c(=O)[nH]c1=O	.	-4%	0.0%	-6	4%	.
15	COc1ccc(N2CCN(CC(O)COCCOc3ccc(Br)cc3)CC2)cc1 (centres undefined)	1%	0%	2.9%	-23	-3%	2%
16	COc1ccc(CN(Cc2ccco2)S(=O)(=O)c2ccc(S(=O)(=O)N3CCCC3)cc2)cc1	-7%	-1%	-0.7%	4	-2%	1%
17	CC[N+](CC)(CC)CCC(O)(c1ccccc1)C1CCCCC1 (centres undefined)	-6%	-5%	-0.1%	-16	-1%	.
18	COc1cccc(C(=O)Nn2c(-c3cccs3)nc3ccccc3c2=O)c1OC	0%	0%	6.3%	2	-16%	-1%
19	CCOC(=O)N(C)c1ccc(C(O)(C(F)(F)F)C(F)(F)F)cc1	-2%	-8%	-0.1%	-7	-7%	0%
20	CC(C)(C)C1=C(C#N)C(c2cc3c(cc2Br)OCO3)C(C#N)=C(N)O1 (centres undefined)	-2%	-6%	-0.1%	3	-1%	3%
21	COc1ccccc1NS(=O)(=O)c1ccc(/C=C/C(=O)N2CCN(C(C)=O)CC2)cc1	-1%	1%	-0.1%	-17	-3%	.
22	CS(=O)(=O)NCCSc1cc(C(F)(F)F)nc2ccccc12	6%	-6%	-0.8%	22	2%	-1%
23	O=C(NCc1ccccc1)/C(=C\c1ccc(O)cc1)NC(=O)c1ccco1	0%	-5%	-0.2%	-26	-4%	9%
24	O=C(OCc1cccc2ccccc12)C1CC(=O)N(c2ccccc2)C1 (centres undefined)	-5%	-4%	0.3%	9	-2%	1%

item	PKM2 act	a7 integrin act	Coupling enz	BCR signal inh	Menin-MLL TR inh
13	-13%	1%	-36*	?	-19%
14	.	12%	.	5%	.
15	-1%	6%	4	-12%	2%
16	2%	-6%	2	?	7%
17	.	.	.	1%	.
18	-2%	16%	4	1%	1%
19	17%	6%	-4	?	-7%
20	-3%	-24%	-4	-2%	11%
21	.	-41%	.	0%	.
22	11%	-14%	1	?	.
23	12%	?	.	-2%	.
24	-10%	2%	0	-4%	-11%

Arranged by molar mass (smallest number first): some entries from above
item	SMILES	ASM inhibitor	TSG101-PTAP inh	B2AR arrestin	Giardia kill	Tb PFK block	GALK inhibitor
13	Cc1ccc2c(c1)c1c3n2CCN(C(=O)C2CC2)C3CCC1 (centres undefined)	13%	-8%	-0.1%	-4	1%	2%
17	CC[N+](CC)(CC)CCC(O)(c1ccccc1)C1CCCCC1 (centres undefined)	-6%	-5%	-0.1%	-16	-1%	.
21	COc1ccccc1NS(=O)(=O)c1ccc(/C=C/C(=O)N2CCN(C(C)=O)CC2)cc1	-1%	1%	-0.1%	-17	-3%	.

item	PKM2 act	a7 integrin act	Coupling enz	BCR signal inh	Menin-MLL TR inh
13	-13%	1%	-36*	?	-19%
17	.	.	.	1%	.
21	.	-41%	.	0%	.

Record cards (already shown). Screens in order: ASM inhibitor	TSG101-PTAP inh	B2AR arrestin	Giardia kill	Tb PFK block	GALK inhibitor	PKM2 act	a7 integrin act	Coupling enz	BCR signal inh	Menin-MLL TR inh
Cc1c(N)cccc1-n1cccc1 is listed with -1%	0%	0.1%	11	-1%	-1%	-3%	1%	0	-5%	-10%
COc1ccc(N2CCN(CC(O)COCCOc3ccc(Br)cc3)CC2)cc1 (centres undefined) is listed with 1%	0%	2.9%	-23	-3%	2%	-1%	6%	4	-12%	2%
O=S(=O)(/N=C(/Nc1ccccc1)c1ccccc1O)c1ccccc1 is listed with -5%	-2%	0.1%	1	-3%	12%	-6%	0%	0	0%	5%

The list goes on:
item	SMILES	ASM inhibitor	TSG101-PTAP inh	B2AR arrestin	Giardia kill	Tb PFK block	GALK inhibitor
25	O=C(CSc1ncnc2c1oc1ccccc12)OCc1ccccc1	-7%	-2%	-0.1%	7	-3%	0%
26	CCOC(=O)N1CCN(C(=O)c2ccc3c(Cl)c4c(nc3c2)CCCC4)CC1	0%	-5%	0.5%	2	-6%	4%
27	COc1ccc(C(=S)N2CCOCC2)cc1OC(=O)c1ccc([N+](=O)[O-])cc1	-3%	-4%	0.2%	6	-15%	-1%
28	CC(C)C(=O)Nc1nnc(CCN2CCOCC2)s1	5%	-9%	0.0%	9	-6%	5%
29	COCc1cc(N2CCOCC2)nc(SCc2ccc(Cl)cc2)n1	-3%	-6%	-0.1%	-4	3%	-1%
30	COc1ccc(C(=O)NC(=S)Nc2ccc(CN3CCCCC3)cc2)cc1Cl	-9%	0%	0.3%	12	6%	-1%
31	Cc1cc2c(cc1S(=O)(=O)CCC(=O)NCc1ccccc1)OCC(=O)N2	-2%	-6%	-0.5%	-14	0%	.
32	CNC(=O)C(C)Sc1ccc(S(=O)(=O)N2CCOCC2)cn1 (centres undefined)	6%	-1%	-0.1%	-12	-1%	.
33	O=C(NCc1ccco1)c1cc(-c2cccc(Cl)c2)on1	3%	-7%	-0.4%	-14	-3%	-1%
34	O=C(Nc1nnc(CCN2CCCCC2)s1)C1CCCCC1	4%	0%	-0.3%	22	1%	0%
35	Cc1ccc(NC(=O)c2ccc(Cl)c(S(=O)(=O)NCC3CCCO3)c2)c(O)c1 (centres undefined)	0%	-1%	0.0%	4	-3%	7%

item	PKM2 act	a7 integrin act	Coupling enz	BCR signal inh	Menin-MLL TR inh
25	1%	12%	-1	9%	-14%
26	.	-50%[inhibitor]	.	?	.
27	-4%	-34%	0	3%	14%
28	2%	13%[7.66 µM]	1	13%	3%
29	13%	-34%	-7	?	2%
30	0%	-35%	-2	-2%	-9%
31	1%	8%	-1	1%	-2%
32	.	3%	.	1%	.
33	0%	9%[7.66 µM]	2	-2%	-12%
34	1%	19%	0	?	-2%
35	-5%	-33%	.	?	.

High-throughput results from PubChem.

Not all compounds are listed; rates above refer to the full screens.
